# Screening data (PubChem BioAssay)
# Yeast superoxide – reduction of superoxide in aged yeast, primary screen, HTS. 0.18% of 330,000 active. S. cerevisiae aged cells, superoxide DHE fluorescence; hits give low values. superoxide response (% of plate mean), % at 10 µM;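 active = superoxide response under a set limit, about three screen SD below normal, cut at about 65% in these data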;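 note: yeast aged for seven days with compound at 30 °C before DHE staining; 100% = average MFI of all compound-treated wells on the plate with controls excluded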
# RPL19A TOR yeast – RPL19A-GFP expression modulators in yeast, primary screen, cell-based, S. cerevisiae, multiplex flow cytometry, MLPCN | S. cerevisiae RPL19A-GFP strain, 3 h; hits give low values | percent response vs DMSO, % at 10 µM | 0.3% of 330,000 active | AID 2025, 2009;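 active = percent response vs DMSO below 50%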;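 note: median channel GFP fluorescence of the barcoded RPL19A-GFP strain; ratio of sample median GFP to plate DMSO average so 100% = DMSO; lower means less RPL19A-GFP as with rapamycin TOR inhibition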
# AHR activator – AHR activators, primary screen, cell-based, luminescence, luciferase reporter, human | AHR-responsive luciferase reporter cells | activation, % at 5 µM | 2.5% of 320,000 active | Aryl hydrocarbon receptor (Homo sapiens), P35869; in the data active = activation above about 47%;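 note: 0% = vehicle wells and 100% = reference agonist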
# Target sequence (P35869 whole entry, looked up): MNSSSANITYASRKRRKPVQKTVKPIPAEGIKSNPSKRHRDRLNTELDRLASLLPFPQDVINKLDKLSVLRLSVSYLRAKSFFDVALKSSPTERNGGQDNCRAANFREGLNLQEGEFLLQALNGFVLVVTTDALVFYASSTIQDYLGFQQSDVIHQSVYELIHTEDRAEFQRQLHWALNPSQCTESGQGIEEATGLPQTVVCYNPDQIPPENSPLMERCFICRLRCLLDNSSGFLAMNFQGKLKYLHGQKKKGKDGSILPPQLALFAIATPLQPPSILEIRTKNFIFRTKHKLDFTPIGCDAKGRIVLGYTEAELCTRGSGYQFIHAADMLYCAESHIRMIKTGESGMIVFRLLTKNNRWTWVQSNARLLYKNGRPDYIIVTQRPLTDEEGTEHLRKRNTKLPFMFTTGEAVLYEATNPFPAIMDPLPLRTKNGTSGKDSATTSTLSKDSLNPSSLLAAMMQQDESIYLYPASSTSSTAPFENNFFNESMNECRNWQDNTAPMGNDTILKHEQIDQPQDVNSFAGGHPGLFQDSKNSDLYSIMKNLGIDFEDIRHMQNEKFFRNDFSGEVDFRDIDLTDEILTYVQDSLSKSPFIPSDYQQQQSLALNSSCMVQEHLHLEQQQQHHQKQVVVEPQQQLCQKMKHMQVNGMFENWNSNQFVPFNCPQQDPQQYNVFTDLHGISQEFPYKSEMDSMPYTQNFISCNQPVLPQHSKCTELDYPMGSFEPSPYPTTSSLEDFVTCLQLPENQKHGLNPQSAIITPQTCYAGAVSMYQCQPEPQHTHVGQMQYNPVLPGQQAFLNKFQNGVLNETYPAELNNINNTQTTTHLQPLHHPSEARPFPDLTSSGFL
# LAP4 TOR yeast – modulators of LAP4-GFP expression in yeast, primary screen, S. cerevisiae, multiplex flow cytometry, MLPCN library; AID 2023, 2009; 3 h; median GFP as percent of DMSO wells; GFP response vs DMSO, % at 10 µM; 0.34% of 320,000 active;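 active = GFP response vs DMSO above a set limit, about the screen mean plus 3 SD, cut at about 150% in these data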
# MEP2 TOR yeast – modulators of MEP2-GFP levels in yeast, primary screen, S. cerevisiae, multiplex flow cytometry, MLPCN library. AID 2016, 2009. 0.51% of 330,000 active. S. cerevisiae MEP2-GFP strain, 3 h; 100% = DMSO control level. GFP response vs DMSO, % at 10 µM;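 active = GFP response versus DMSO above a set limit, roughly screen mean plus 3 SD, cut at about 180% in these data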;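 note: median GFP fluorescence of the barcode-gated MEP2-GFP cells per well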
# Efflux pump mplx – inhibitors of Candida efflux pumps in yeast, primary screen, S. cerevisiae, Nile Red, multiplex; AID 485275, 2010; S. cerevisiae Candida pump triplex; 0.44% of 330,000 active; inhibition, % at 10 µM;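 active = plate passing quality check with inhibition over a set limit, or well fluorescence over plate mean plus 4 SD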;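 note: Nile Red retained in pooled yeast measured as flow cytometry median fluorescence; 0% = buffer negative control and 100% = Enniatin B positive control; higher means more Nile Red kept so more efflux inhibition; some compounds called inactive have numbers as strong as hits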
# AGP1 TOR yeast – modulators of AGP1-GFP expression in yeast TOR pathway, primary screen, cell-based, multiplex flow cytometry, S. cerevisiae, MLPCN library; GFP response vs DMSO, % at 10 µM; 0.02% of 320,000 active; AID 2066, 2009; 3 h; GFP as percent of DMSO wells;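 active = GFP response relative to DMSO above a set limit, near screen average plus 3 SD, cut at about 150% in these data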;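 note: median GFP channel fluorescence of the gated AGP1 strain per well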
# CIT2 TOR yeast – modulators of CIT2-GFP expression in yeast, primary screen, S. cerevisiae, GFP fusion, multiplex flow cytometry, MLPCN library; 0.065% of 320,000 active; S. cerevisiae CIT2-GFP strain, 3 h; 100 means same as DMSO wells; GFP response vs DMSO, % at 10 µM; AID 2029, 2009;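 active = GFP response relative to DMSO above a set limit, near the screen mean plus 3 SD, cut at about 150% in these data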;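 note: ratio of well median GFP fluorescence to mean of DMSO wells on the plate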
# * = called active by the depositor; . = not tested or not shown.
SMILES,Yeast superoxide,RPL19A TOR yeast,AHR activator,LAP4 TOR yeast,MEP2 TOR yeast,Efflux pump mplx,AGP1 TOR yeast,CIT2 TOR yeast
CCC(=O)c1ccc(OCC(O)Cn2nc(C)c(C(C)=O)c2C)cc1 (configuration not stated),95.7,107.0,-0.5,100.2,109.5,-0.2,103.6,107.0
CC1CCC2(CC1)NC(=O)N(CC(=O)c1ccc[nH]1)C2=O (configuration not stated),98.3,.,3.0,102.2,110.8,0.1,100.4,102.3
COc1cc(CC(=O)OCC(=O)NCc2ccco2)cc(OC)c1OC,109.5,99.6,-0.9,98.9,99.0,0.2,99.6,95.4
CCOc1cc(CN2CCCCC2)ccc1OC,102.0,107.4,-2.0,106.9,103.9,0.0,110.8,107.4
Cc1ccc(NC(=O)Cn2nc([N+](=O)[O-])c(Br)c2C)cc1C,99.7,100.2,5.3,100.9,102.5,0.1,100.6,103.1
O=C(NCCCN1CCN(c2ccccc2F)CC1)Nc1ccc(F)cc1,93.1,95.7,-0.4,93.5,93.2,-0.2,101.5,101.8
Cc1c(NC(=O)COC(=O)c2ccc(O)cc2)c(=O)n(-c2ccccc2)n1C,106.1,96.0,3.9,100.0,89.2,0.0,97.6,91.7
Cc1cc(Nc2cccc(Cl)c2)n2ncnc2n1,110.1,99.0,2.3,101.5,106.3,0.2,102.7,99.6
CCN1C(=O)[C@H]2[C@@H](c3ccc(C)cc3)N3C(=O)N(c4ccc(OC)cc4)C(=O)[C@@]3(Cc3ccccc3)[C@H]2C1=O,98.5,101.7,3.2,98.8,87.6,0.0,87.5,105.2
NC(=O)c1ccc(NC(=O)COC(=O)c2ccc(Br)o2)cc1,99.1,94.4,-0.2,94.0,89.8,-0.1,92.7,101.4
CC1(C)CC(=O)C2=C(C1)N1C(=C(C#N)C2c2ccc(Cl)cc2)N=C(N)c2ccccc21 (configuration not stated),111.8,98.0,96.7*,97.4,105.1,0.3,98.5,92.0
CS(=O)(=O)c1ccc(Cl)c(NC(=O)C2CCCN(C(=O)c3ccc(Cl)cc3)C2)c1 (configuration not stated),90.2,98.0,2.7,99.8,106.3,0.0,99.8,100.3
O=C(O)CCCNC1=NCCC1,92.2,98.9,-0.2,97.9,101.0,0.1,96.3,96.3
O=C(CN1C(=O)S/C(=C/c2ccccn2)C1=O)N1CCOCC1,92.8,107.1,-1.4,101.3,111.9,0.0,113.5,116.2
CCC(=O)Oc1cccc(C(=O)Nc2cccc(NC(=O)c3ccco3)c2)c1,104.6,99.5,11.9,98.0,89.9,-0.1,97.5,94.2
COc1ccc(Nc2nc(Nc3ccc(OC)cc3)nc(-n3[nH]c(=O)c(C)c3C)n2)cc1,106.5,101.9,20.6,112.9,103.8,-0.1,101.7,100.8
CCc1ccc(-c2nn(Cc3ccccc3)cc2/C=C/C(=O)O)cc1,90.8,102.5,-0.4,109.1,104.6,0.1,100.5,90.4
COc1cc(Cl)ccc1NC(=O)COc1ccccc1C(=O)NN,93.9,100.0,76.5*,96.2,98.9,0.0,99.9,95.8
O=C(C1CCCO1)N1CCN(C(=S)Nc2ccccc2F)CC1 (configuration not stated),98.4,97.6,1.9,90.6,96.5,0.1,98.4,95.9
C=CCc1cccc(/C=N/NC(=O)c2ccc3nc[nH]c3c2)c1O,122.7,93.9,-3.0,107.1,92.7,0.0,107.6,99.5
Cc1cc(=O)oc2c(CN3CCCCC3)c(O)c(Cl)cc12,90.3,91.2,-0.1,87.9,94.6,-0.1,90.4,92.4
O=C(Nc1ccc2c(c1)OCCO2)C1CCN(C(=O)c2ccccc2)CC1,90.5,95.2,-0.7,96.2,96.7,0.0,89.1,92.8
CC1=Nn2c(nnc2-c2ccccn2)SC1,118.4,106.7,7.1,110.2,110.3,0.0,105.0,104.4
CCCc1cc(=O)n2[nH]c(C(F)(F)F)nc2n1,95.4,106.7,-1.7,113.1,94.2,0.1,98.0,99.8
Cc1nn(CC(=O)NCc2ccccc2)c(=O)c2cccn12,80.7,91.6,3.4,89.5,90.6,-0.1,92.0,105.5

# Some of the entries so far, as tab-separated lines.
SMILES	Yeast superoxide	RPL19A TOR yeast	AHR activator	LAP4 TOR yeast	MEP2 TOR yeast	Efflux pump mplx	AGP1 TOR yeast	CIT2 TOR yeast
C=CCc1cccc(/C=N/NC(=O)c2ccc3nc[nH]c3c2)c1O	122.7	93.9	-3.0	107.1	92.7	0.0	107.6	99.5
CCN1C(=O)[C@H]2[C@@H](c3ccc(C)cc3)N3C(=O)N(c4ccc(OC)cc4)C(=O)[C@@]3(Cc3ccccc3)[C@H]2C1=O	98.5	101.7	3.2	98.8	87.6	0.0	87.5	105.2

# The main list resumes with the 6 entries that preceded the break.
SMILES,Yeast superoxide,RPL19A TOR yeast,AHR activator,LAP4 TOR yeast,MEP2 TOR yeast,Efflux pump mplx,AGP1 TOR yeast,CIT2 TOR yeast
C=CCc1cccc(/C=N/NC(=O)c2ccc3nc[nH]c3c2)c1O,122.7,93.9,-3.0,107.1,92.7,0.0,107.6,99.5
Cc1cc(=O)oc2c(CN3CCCCC3)c(O)c(Cl)cc12,90.3,91.2,-0.1,87.9,94.6,-0.1,90.4,92.4
O=C(Nc1ccc2c(c1)OCCO2)C1CCN(C(=O)c2ccccc2)CC1,90.5,95.2,-0.7,96.2,96.7,0.0,89.1,92.8
CC1=Nn2c(nnc2-c2ccccn2)SC1,118.4,106.7,7.1,110.2,110.3,0.0,105.0,104.4
CCCc1cc(=O)n2[nH]c(C(F)(F)F)nc2n1,95.4,106.7,-1.7,113.1,94.2,0.1,98.0,99.8
Cc1nn(CC(=O)NCc2ccccc2)c(=O)c2cccn12,80.7,91.6,3.4,89.5,90.6,-0.1,92.0,105.5
CCCc1ccc(OCc2ccc(C(=O)N3CCCC3)o2)cc1,102.9,101.5,17.1,116.7,106.4,0.2,88.5,96.7
C=CCNC(=O)Nc1ccc(F)cc1F,100.2,101.4,-0.8,89.0,102.7,0.1,99.2,102.8
CN(C)CC(NC(=O)c1cccc(S(=O)(=O)Nc2ccc3c(c2)OCO3)c1)c1ccccc1 (configuration not stated),117.3,109.4,5.0,110.3,106.2,-0.2,108.9,107.8
CCOC(=O)C1CCN(C(=O)COc2ccc(Br)cc2Br)CC1,110.7,91.8,0.8,87.8,98.9,0.2,89.9,92.9
O=C(NC1CC1)C1C2C3C4CC5C3C5C4C12 (configuration not stated),76.0,92.5,0.0,90.8,91.3,2.3,96.3,96.4
C=CCn1c(SCC(=O)c2ccc(O)c(O)c2)nnc1-c1ccc(OC)cc1,98.7,103.0,0.4,105.7,94.0,-0.1,102.4,97.0
CC(C(=O)Nc1sccc1C(N)=O)N1C(=O)C2CC=CCC2C1=O (configuration not stated),90.9,97.0,3.6,95.3,100.0,0.0,99.4,103.4
Cc1cccc(/C=N/NC(=O)c2ccc(NC(=O)c3ccccc3Cl)cc2)n1,93.7,101.6,-2.4,94.9,101.5,0.2,96.7,87.7
COc1ccc(S(=O)(=O)Nc2ccccn2)cc1,91.1,103.1,-1.2,92.5,105.4,0.2,95.1,99.6
Cc1ccc2cccc(NC(=S)NC(=O)c3ccn(C)n3)c2n1,96.6,90.5,42.5,92.9,91.7,0.0,86.2,82.8
Cc1ccc(NC(=O)c2cnn(-c3ccccc3)c2C)c(C)c1,107.3,100.9,-0.8,94.0,101.3,0.3,85.8,87.3
CCOC(=O)c1ccc(N=c2sc(C(=O)OC)cc(=O)n2C2CC2)cc1,92.4,104.8,-1.6,100.3,95.9,-0.1,105.2,95.4
Cc1c(NC(=O)CN2C(=O)NC(C)(c3ccc4c(c3)OCCO4)C2=O)c(=O)n(-c2ccccc2)n1C (configuration not stated),95.2,110.1,-0.8,95.3,116.3,0.5,107.8,107.8
CCCOc1ccc(C(C(=O)OCCN(CC)CC)c2ccccc2)cc1 (configuration not stated),110.7,99.4,1.3,105.6,101.8,0.5,101.1,99.3
COc1ccc(NC(=O)c2ccc(Cl)c(S(=O)(=O)N3CC(C)OC(C)C3)c2)cn1 (configuration not stated),98.7,91.5,-3.0,93.3,94.2,0.1,93.9,86.1
O=C(NC1CCSC1=O)c1ccc(Oc2cccc(C(F)(F)F)c2)nc1 (configuration not stated),103.2,97.7,-2.7,97.7,102.7,0.1,99.5,97.2
C=CCN1C(=O)c2ccc(C(=O)N3CCN(S(=O)(=O)c4cccc([N+](=O)[O-])c4)CC3)cc2C1=O,94.6,95.5,1.8,94.5,99.5,0.1,97.0,84.2
N#C/C(=C/c1ccco1)C(N)=S,85.9,98.3,1.1,105.2,99.2,-0.1,103.2,108.6
O=c1[nH]c2ccc(NS(=O)(=O)c3ccc(F)c(Cl)c3)cc2[nH]1,90.8,99.6,-0.5,101.5,100.9,-0.1,100.0,99.0
Cc1cc(C)c(NC(=O)CSc2nnc(-c3ccncc3)n2Cc2ccco2)c(C)c1,79.8,102.5,-0.9,102.0,111.7,-0.3,103.6,115.0
O=C(NCCO)c1nc(C(=O)c2ccc(Cl)cc2)c2ccccc2n1,104.3,95.8,33.3,97.8,91.2,0.0,104.0,98.3
O=C(NC(=S)N1CCCCC1)c1cccs1,99.2,102.8,0.1,97.1,98.8,0.0,99.4,95.5
COC(=O)c1ccccc1NC(=O)CSc1nncn1-c1cccnc1,95.8,92.3,16.6,82.2,101.6,0.0,87.7,88.2
Cc1ccc(NC(=O)CCN2C(=O)CSC2=O)cc1,107.6,105.1,5.3,101.9,106.9,0.0,109.3,109.2
CC(NC(=O)c1ccc([N+](=O)[O-])cc1[N+](=O)[O-])c1ccc(-c2ccccc2)cc1 (configuration not stated),115.4,96.3,15.7,93.1,101.6,-0.3,100.7,100.7
Cc1nn(-c2cccc(C(F)(F)F)c2)c(=O)c2ccccc12,101.9,101.9,50.5*,93.4,108.5,0.0,97.8,96.9
COc1cc(OC)cc(C(=O)NNc2nc3cc4c(cc3s2)OCO4)c1,102.5,89.4,21.0,71.9,75.4,0.1,85.1,82.0
CCCCn1c(SCC(=O)N2CCOCC2)nc2c1c(=O)n(C)c(=O)n2C,89.2,105.3,0.0,93.4,100.3,0.1,99.9,91.5

# Part of the list above, as tab-separated lines:
Structure	Yeast superoxide	RPL19A TOR yeast	AHR activator	LAP4 TOR yeast	MEP2 TOR yeast	Efflux pump mplx	AGP1 TOR yeast	CIT2 TOR yeast
C=CCn1c(SCC(=O)c2ccc(O)c(O)c2)nnc1-c1ccc(OC)cc1	98.7	103.0	0.4	105.7	94.0	-0.1	102.4	97.0
CC(NC(=O)c1ccc([N+](=O)[O-])cc1[N+](=O)[O-])c1ccc(-c2ccccc2)cc1 (configuration not stated)	115.4	96.3	15.7	93.1	101.6	-0.3	100.7	100.7
COc1ccc(NC(=O)c2ccc(Cl)c(S(=O)(=O)N3CC(C)OC(C)C3)c2)cn1 (configuration not stated)	98.7	91.5	-3.0	93.3	94.2	0.1	93.9	86.1
CCCOc1ccc(C(C(=O)OCCN(CC)CC)c2ccccc2)cc1 (configuration not stated)	110.7	99.4	1.3	105.6	101.8	0.5	101.1	99.3
Cc1nn(-c2cccc(C(F)(F)F)c2)c(=O)c2ccccc12	101.9	101.9	50.5*	93.4	108.5	0.0	97.8	96.9
